# Screening data as filed in PubChem.
# NSD2 inh – inhibitors of human NSD2, primary screen, biochemical, plate reader, single point; NSD2-SET H3K36me1 DELFIA fluorescence; inhibition, % at 12.5 µM; 44,000 tested, 0.07% active; in the data active = inhibition above about 54%, passing the limit was not always enough;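 also: inhibitors reduce the monomethyl H3K36 fluorescence signal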
# The depositor's hits bear a star.
SMILES,NSD2 inh
CC(=O)[C@H]1CC[C@H]2[C@@H]3C[C@H](C)C4=CC(=O)CC[C@]4(C)[C@H]3[C@@H](O)C[C@]12C,9
C=C1c2cccc(O)c2C(=O)C2C(=O)[C@]3(O)C(=O)C(C(N)=O)C(=O)[C@@H](N(C)C)[C@@H]3[C@@H](O)[C@H]12 (stereo partly specified),47
O=C(O)[C@@H]1[C@H]2C[C@H]3c4[nH]c5ccccc5c4CCN3C[C@@H]2CC[C@@H]1O,-3
O=C(O)CN1C(=O)c2cccc3cccc(c23)C1=O,-2
C[C@]12CC[C@H]3[C@@H](CCC4=CC(=O)CC[C@@]43C)[C@@H]1CC[C@@H]2C(=O)CO,0
O=C(O)CCC/C=C\C[C@H]1C(=O)C[C@@H](O)[C@@H]1/C=C/[C@@H](O)CCc1ccccc1,-6
CCCOc1ccccc1-c1nc2n[nH]nc2c(=O)[nH]1,0
COc1cc2nc(N3CCN(C(=O)C4COc5ccccc5O4)CC3)nc(N)c2cc1OC (stereo unspecified),0
CCC[C@H](N[C@@H](C)C(=O)N1[C@H](C(=O)O)C[C@@H]2CCCC[C@@H]21)C(=O)OCC,1
CCOC(=O)c1ccc2nc(C(F)(F)F)nc(NCc3ccc(Cl)cc3)c2c1,-3
O=C(O)COC(=O)Cc1ccccc1Nc1c(Cl)cccc1Cl,-4
O=C1N(c2ccccc2)c2ccccc2C1(Cc1ccncc1)Cc1ccncc1,-1

# Shown with values ahead of the structure: part of the list above
NSD2 inh,compound
0,COc1cc2nc(N3CCN(C(=O)C4COc5ccccc5O4)CC3)nc(N)c2cc1OC (stereo unspecified)
1,CCC[C@H](N[C@@H](C)C(=O)N1[C@H](C(=O)O)C[C@@H]2CCCC[C@@H]21)C(=O)OCC

# Further compounds follow:
SMILES,NSD2 inh
Cc1coc2c1C(=O)C(=O)c1c-2ccc2c1CCCC2(C)C,1
CN1CCC(=C2c3ccccc3CCc3sccc32)CC1,-2
CC1=NN(c2ccccc2)C(=O)C1,-3
COc1c(O)cc2c(c1O)C1OC(CO)C(O)C(O)C1OC2=O (stereo unspecified),2
CC1(C)Oc2ccc(C#N)cc2C(N2CCCC2=O)C1O (stereo unspecified),0

# Reformatted with bars between the fields: five of the compounds above.
SMILES | NSD2 inh
CC1=NN(c2ccccc2)C(=O)C1 | -3
CN1CCC(=C2c3ccccc3CCc3sccc32)CC1 | -2
Cc1coc2c1C(=O)C(=O)c1c-2ccc2c1CCCC2(C)C | 1
CC1(C)Oc2ccc(C#N)cc2C(N2CCCC2=O)C1O (stereo unspecified) | 0
COc1c(O)cc2c(c1O)C1OC(CO)C(O)C(O)C1OC2=O (stereo unspecified) | 2

# Some of the compounds tested; rates above refer to the full screens.
